# Source: PubChem
# Artemis inh: Artemis (human) endonuclease inhibition | Q96SD1 | recombinant Artemis, quenched FAM hairpin cleavage fluorescence | inhibition, % at 10 µM | actives 0.78% (n = 30,000);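 active = at 10 µM dose, at least 30% inhibition, measured as corrected fluorescence normalized to stimulator and neutral control wells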
# Target sequence (Q96SD1 whole entry, looked up): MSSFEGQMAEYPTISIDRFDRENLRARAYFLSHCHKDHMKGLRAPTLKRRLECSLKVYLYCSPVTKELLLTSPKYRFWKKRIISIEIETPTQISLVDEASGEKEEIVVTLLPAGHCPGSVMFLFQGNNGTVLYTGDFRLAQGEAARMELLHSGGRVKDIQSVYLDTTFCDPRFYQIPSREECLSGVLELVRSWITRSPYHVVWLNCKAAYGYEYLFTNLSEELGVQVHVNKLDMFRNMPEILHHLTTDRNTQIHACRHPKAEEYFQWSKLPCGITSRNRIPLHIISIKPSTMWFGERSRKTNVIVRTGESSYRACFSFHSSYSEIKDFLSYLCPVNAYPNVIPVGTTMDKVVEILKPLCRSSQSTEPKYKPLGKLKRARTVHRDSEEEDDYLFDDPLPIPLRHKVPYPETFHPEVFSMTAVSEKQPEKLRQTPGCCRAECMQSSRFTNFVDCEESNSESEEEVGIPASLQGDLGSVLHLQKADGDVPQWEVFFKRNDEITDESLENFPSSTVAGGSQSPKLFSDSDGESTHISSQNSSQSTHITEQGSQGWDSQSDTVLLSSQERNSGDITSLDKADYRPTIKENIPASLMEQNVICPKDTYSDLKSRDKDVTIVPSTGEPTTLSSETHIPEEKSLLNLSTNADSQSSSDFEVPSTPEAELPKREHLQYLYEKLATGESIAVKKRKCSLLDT
# Starred values were filed as active, the others as inactive. This is a subset; rates above refer to the full screens.
SMILES,Artemis inh
CC(C)NS(=O)(=O)c1ccc(OCC(=O)N2CCN(Cc3ccccc3)CC2)c(Cl)c1,1.5
O=C(COc1ccc2ccccc2c1)N1CCN(Cc2ccncc2)CC1,1.4
O=C1CC(C(=O)N2CCC3(CC2)OCCO3)CN1CCc1ccccc1 (stereo not drawn),-1.5
CC1(C)NCCN2C(=O)CSC21 (stereo not drawn),-7.7
CCCCn1c(O)c(C=NCCCN(CC)CC)c(=O)[nH]c1=O,1.4
Cc1cccc(N2C(=O)NC(=O)C3(Cc4cc(C)ccc4N(C)C3)C2=O)c1 (stereo not drawn),1.2
CCn1c(=O)n(CC(=O)N2CCC3(CC2)OCCO3)c(=O)c2ccccc21,-7.3
CC(C)Cc1[nH]c(=O)c(C#N)c2c1CCC2,-8.2
CN1CSC(=S)N(C)C1,-4.0
COc1cc(/C=C2\C(=O)NC(=O)N(c3ccccc3)C2=O)cc(OC)c1OC,-7.8
COc1ccc(S(=O)(=O)NC(CC(=O)N2CCC3(CC2)OCCO3)c2ccco2)cc1 (stereo not drawn),-10.5
CC1(C)CSC(Nc2ccc(F)c(Cl)c2)=N1,-2.6
CSc1ncc(/C=C2/C(=O)NC(=O)N(C3CCCCC3)C2=O)cn1,1.5
CC(C)N1CC=C(c2c[nH]c3ccccc23)CC1,-0.7
c1ccc2c(CCNC3=NCCC3)c[nH]c2c1,-6.0
O=C(Cn1ncc2c3ccccc3n(Cc3cccc(Cl)c3)c2c1=O)N1CCC2(CC1)OCCO2,10.3
COC(=O)c1c(N)n(Cc2ccc(OC)cc2)c2nc3ccccc3nc12,31.0*
CCOC(=O)c1c(-n2c(C)cc(/C=C3/C(=O)NC(=O)N(CC)C3=O)c2C)sc2c1CCCC2,35.3*
O=c1c2ccccc2nc(-c2ccco2)n1-c1ccccc1,-2.6
CCOP(=O)(C#CC(C)(C)C)C1(O)CCCCC1 (stereo not drawn),-4.7
C=CCn1c(O)c(C=NCCCOc2ccc(CC)cc2)c(=O)[nH]c1=S,2.7
Cc1nc2cc(C(=O)N3CCC4(CC3)OCCO4)ccc2n1-c1ccc(Br)cc1,7.3
Cc1cc(/C=C2/C(=O)NC(=O)N(c3ccccc3)C2=O)c(C)n1-c1ccc(F)cc1,0.5
C=CCn1c(O)c(C(=O)CCCCCC)c(=O)[nH]c1=O,-5.9
O=C1CC(N2CCC(n3c(=O)[nH]c4ccccc43)CC2)C(=O)N1c1ccc(F)cc1 (stereo not drawn),-10.1
COc1ccc(N2CCN(CCCN)CC2)cc1,-3.0
COc1ccc(C(=O)CC2C(=O)N(C)C(=O)N(C)C2=O)cc1,4.8
CCc1cc2c(N3CCN(C)CC3)ncnc2s1,11.1
OC(c1ccc(F)cc1)(c1ccc(F)cc1)[C@@H]1CCCN1,-1.6
CCn1nc(-c2cccs2)nc2c(=O)n(C)c(=O)nc1-2,71.2*
CN(C)C(=O)Oc1c(Cl)cc(Cl)c2ccccc12,6.4
O=c1[nH]c2ccccc2c(=O)n1-c1cccc(Cl)c1,-8.2
CCCCCn1c(=O)c(C(=O)NCc2ccccn2)c(O)c2ccccc21,15.2
Cc1ccc(Cl)cc1-n1c(O)c(C=NCCCN2CCOCC2)c(=O)[nH]c1=O,-1.2
O=C(CCN1CCOCC1)NCC(=O)Nc1ccc(Br)cc1C(=O)c1ccccc1,0.0
CCN(CC)CCOC(=O)c1cc2cc(COC)ccc2o1,-16.3

# Copied from the results shown, 25 compounds:
SMILES,Artemis inh
CN1CSC(=S)N(C)C1,-4.0
COc1cc(/C=C2\C(=O)NC(=O)N(c3ccccc3)C2=O)cc(OC)c1OC,-7.8
COc1ccc(S(=O)(=O)NC(CC(=O)N2CCC3(CC2)OCCO3)c2ccco2)cc1 (stereo not drawn),-10.5
CC1(C)CSC(Nc2ccc(F)c(Cl)c2)=N1,-2.6
CSc1ncc(/C=C2/C(=O)NC(=O)N(C3CCCCC3)C2=O)cn1,1.5
CC(C)N1CC=C(c2c[nH]c3ccccc23)CC1,-0.7
c1ccc2c(CCNC3=NCCC3)c[nH]c2c1,-6.0
O=C(Cn1ncc2c3ccccc3n(Cc3cccc(Cl)c3)c2c1=O)N1CCC2(CC1)OCCO2,10.3
COC(=O)c1c(N)n(Cc2ccc(OC)cc2)c2nc3ccccc3nc12,31.0*
CCOC(=O)c1c(-n2c(C)cc(/C=C3/C(=O)NC(=O)N(CC)C3=O)c2C)sc2c1CCCC2,35.3*
O=c1c2ccccc2nc(-c2ccco2)n1-c1ccccc1,-2.6
CCOP(=O)(C#CC(C)(C)C)C1(O)CCCCC1 (stereo not drawn),-4.7
C=CCn1c(O)c(C=NCCCOc2ccc(CC)cc2)c(=O)[nH]c1=S,2.7
Cc1nc2cc(C(=O)N3CCC4(CC3)OCCO4)ccc2n1-c1ccc(Br)cc1,7.3
Cc1cc(/C=C2/C(=O)NC(=O)N(c3ccccc3)C2=O)c(C)n1-c1ccc(F)cc1,0.5
C=CCn1c(O)c(C(=O)CCCCCC)c(=O)[nH]c1=O,-5.9
O=C1CC(N2CCC(n3c(=O)[nH]c4ccccc43)CC2)C(=O)N1c1ccc(F)cc1 (stereo not drawn),-10.1
COc1ccc(N2CCN(CCCN)CC2)cc1,-3.0
COc1ccc(C(=O)CC2C(=O)N(C)C(=O)N(C)C2=O)cc1,4.8
CCc1cc2c(N3CCN(C)CC3)ncnc2s1,11.1
OC(c1ccc(F)cc1)(c1ccc(F)cc1)[C@@H]1CCCN1,-1.6
CCn1nc(-c2cccs2)nc2c(=O)n(C)c(=O)nc1-2,71.2*
CN(C)C(=O)Oc1c(Cl)cc(Cl)c2ccccc12,6.4
O=c1[nH]c2ccccc2c(=O)n1-c1cccc(Cl)c1,-8.2
CCCCCn1c(=O)c(C(=O)NCc2ccccn2)c(O)c2ccccc21,15.2

# (cont.)
SMILES,Artemis inh
CCOC(=O)c1ccc(N2C(=O)CC(N3CCC(C#N)(c4ccccc4)CC3)C2=O)cc1 (stereo not drawn),3.7
CCC12CN3CC(CC)(CN(C1)C3c1cccnc1)C2=O (stereo not drawn),-1.2
c1ccc2c(c1)CNc1ccccc1O2,-7.0
C#CCOCOCC#CCN(CC)CC,1.2
CN1CCC(N(C)c2nc(-c3ccc([N+](=O)[O-])cc3)nc3ccccc23)CC1,4.5
CN(C)CP(=O)(O)CN(C)C=O,-3.9
Cc1cccc(-n2c(-c3ccco3)nc3ccccc3c2=O)n1,1.3
CCCCOCCCn1c(N)c(C(=O)OC(C)COC)c2nc3ccccc3nc21 (stereo not drawn),7.1
CCOc1ccccc1C1SCC(=O)Nc2c1c(=O)[nH]n2C(CC)CC (stereo not drawn),1.3
Cc1cccc(N2C(=O)NC(=O)/C(=C\c3cccn3-c3ccc(Cl)cc3)C2=O)c1,19.6
CC(C)NC(C)C(=O)C12CC3CC(CC(C3)C1)C2 (stereo not drawn),2.7
CCC12C=CCN3CCC4(c5cc(Br)c(OC)cc5N(C)C4C(O)(C(=O)OC)C1OC(C)=O)C32 (stereo not drawn),4.0
O=C(Nc1cccc2ccccc12)c1nn(C23CC4CC(CC(C4)C2)C3)cc1Br,-1.5
Cc1ccc2c(c1)CC1(CN2C)C(=O)NC(=O)N(c2ccc(C)c(C)c2)C1=O (stereo not drawn),11.4
CN1C(=O)C(C2c3ccccc3C(=O)N2Cc2ccccc2)C(=O)N(C)C1=O (stereo not drawn),6.9
COc1cccc(-n2nc(C(=O)N3CCC4(CC3)OCCO4)c3ccccc3c2=O)c1,10.1
CC1(C)N(O)C2CCCCC2N1O (stereo not drawn),3.7
CCCOc1ccccc1C1SCC(=O)Nc2c1c(=O)[nH]n2C(C)CCC (stereo not drawn),6.9
C=CCn1c(O)c(C(C)=Nc2ccc(NC(C)=O)cc2)c(=O)[nH]c1=O,-8.4
CC(=NCCO)c1c(O)n(C2CCCCC2)c(=O)[nH]c1=O,7.3
O=C(CNC(=O)c1ccccc1)Nc1ccc(Br)cc1C(=O)c1ccccc1,6.4
C=CP(=O)(O)c1ccccc1,8.2
CCN1CCN(c2ncnc3ccc(Br)cc23)CC1,-5.7
CCCCOC(=O)C1=C(N)OC2=C(C(=O)CCC2)[C@]12C(=O)N(C)c1ccccc12,-6.7
Cc1nonc1-c1nc(-c2nonc2N)n[nH]1,-0.5
CC1(C)C2([N+](=O)[O-])CNCC1([N+](=O)[O-])CNC2,3.1
CCOC(=O)C1CCN(C(C)C(=O)c2c(C)[nH]c3cc(C)ccc23)CC1 (stereo not drawn),-8.3
CC(C)NC(=O)Cn1cc(C(=O)c2ccccc2F)c2ccccc21,-9.2
CC1(C)C(C(=O)NCc2ccco2)C1(C)C,-2.0
COc1ccc(OCC(=O)N2CCN(CC3CC4C=CC3C4)CC2)cc1 (stereo not drawn),-3.8
CCCCP(=O)(O)CCC(=O)O,-6.3
Cc1ccc(CN2CCN(CC(=O)N3CCC4(CC3)OCCO4)C2=O)cc1,-2.2
COC(=O)C1=C(N)Oc2c(c(=O)oc3ccccc23)C1c1cccnc1 (stereo not drawn),-7.2
O=C(COc1ccccc1)N1CCN(C2CCCC2)CC1,-5.1
CCCCCCN=C(C)c1c(O)n(CCCC)c(=O)[nH]c1=O,5.8
Cc1cc(C)n(CCOC(=O)C2C(C=C(Cl)Cl)C2(C)C)n1 (stereo not drawn),-10.3
CCC(=Nc1ccc(OC)cc1OC)c1c(O)[nH]c(=O)[nH]c1=O,9.3
CC(=O)OC1(c2ccc(C)cc2)CN2CCC1c1ccccc12 (stereo not drawn),-4.2
Cc1cc(N2C(=O)CC(N3CCC(n4c(=O)[nH]c5ccccc54)CC3)C2=O)no1 (stereo not drawn),1.9
Cc1cc(N)n(C2CCN(C)CC2)n1,-3.4
Cc1ccc2c(c1)C1CN(C)CCC1N2C(=O)Nc1cccc(C(F)(F)F)c1 (stereo not drawn),-1.5
O=c1[nH]c(=O)n(CCC2=CCCCC2)c(O)c1C=NCCCn1ccnc1,4.1
CCN(CC)CCCN=Cc1c(O)n(CCc2ccc(F)cc2)c(=O)[nH]c1=O,-7.2
C=CCn1c(O)c(C(C)=Nc2ccc(C(=O)OCC)cc2)c(=O)[nH]c1=O,-2.3
Cc1cc(C)n2nc(C)[n+](C)c2n1,-6.0
Cc1nc2c(=O)n(C)c(=O)nc-2n(C)n1,78.4*
OC1(CN2CCOCC2)C2CC3CC(C2)CC1C3 (stereo not drawn),0.1
O=C(c1ccccc1F)c1cn(CC(=O)N2CCCC2)c2ccccc12,-1.8
CC(N)C(=O)c1ccco1 (stereo not drawn),0.8
CC(=NCCCO)c1c(O)n(Cc2ccccc2)c(=O)[nH]c1=O,-8.9
CSc1ncc(/C=C2/C(=O)NC(=O)N(C)C2=O)cn1,-6.0
COc1ccccc1-n1c(-c2ccoc2)nc2ccccc2c1=O,1.4
O=CC(Cl)P(=O)(N1CCCCC1)N1CCCCC1 (stereo not drawn),-7.8
CN1CCN(CCC(=O)OC2CC3CCC(C2)N3C)CC1 (stereo not drawn),-7.5
CCC1CN(C)CCC1(OC(C)=O)c1ccccc1 (stereo not drawn),6.0
O=C(c1cccs1)C1CN2CCC1CC2 (stereo not drawn),-1.8
Cc1ccc(N(C)C(=O)Oc2cccc3ccc(C)nc23)cc1,7.4
CCN1CCC2(CC1)NC(CO)(CO)CO2,-0.2
CC(=O)C1C2c3ccccc3OC1(C)N=c1s/c(=C/c3cnn(C)c3)c(=O)n12 (stereo not drawn),-1.0
NC(=O)CN1CC(c2ccccc2)CC1=O (stereo not drawn),-0.4
# Next part.
SMILES,Artemis inh
CCN(CC)CCN=C(C)c1c(O)n(-c2ccccc2OC)c(=O)[nH]c1=O,1.7
COc1ccc(N=C(C)c2c(O)n(C)c(=O)n(C)c2=O)c(OC)c1,0.5
ON1C2CCCCC2N(O)C1c1ccccc1F (stereo not drawn),-4.8
O=C(c1cccc(N2CCCC2=O)c1)N1CCC2(CC1)OCCO2,-3.0
CC(=O)OC1(Cc2ccccc2)CN2CCC1c1ccccc12 (stereo not drawn),-2.5
CCCCCCCSc1cc(OC)c(CCN(C)C)cc1OC,-3.5
CC(c1ccccc1)n1cncc1C(=O)O (stereo not drawn),-3.8
COc1ccc(C(=O)CN2CCOCC2)cc1F,-5.9
Nc1c(C(=O)NCc2ccco2)c2nc3ccccc3nc2n1Cc1ccc(F)cc1,26.3
Cc1cccnc1-n1c(-c2ccco2)nc2ccccc2c1=O,-8.9
O=c1[nH]c(=O)n(CCc2ccc(F)cc2)c(O)c1C=NCCCN1CCOCC1,26.2
CC(C)CCC1(CN2CCCC2=O)C(=O)NC(=O)NC1=O,-8.3

# Quoted from the listing.
# Nc1c(C(=O)NCc2ccco2)c2nc3ccccc3nc2n1Cc1ccc(F)cc1 in Artemis inh → 26.3
# O=c1[nH]c(=O)n(CCc2ccc(F)cc2)c(O)c1C=NCCCN1CCOCC1 in Artemis inh → 26.2

# More structures follow:
SMILES,Artemis inh
CCOc1cc(C2NCc3ccccc3-n3cccc32)ccc1O (stereo not drawn),-2.5
CC(C)OC(=O)c1c(N)n(Cc2ccco2)c2nc3ccccc3nc12,5.2
CCC(CC)C(=O)NC1CCSC1=O (stereo not drawn),-2.4
COC(=O)c1ccccc1-n1c(C)nc2ccccc2c1=O,-3.1
CCN(CC)CC(=O)Nc1ccc(Cl)cc1C(=O)c1ccccc1,4.8
CCN(CC)CCN=Cc1c(O)n(CCC2=CCCCC2)c(=O)[nH]c1=O,2.2
COCCOC(=O)c1c(N)n(Cc2ccc(OC)cc2)c2nc3ccccc3nc12,10.1
CCCCn1c(O)c(C=Nc2c(C)n(C)n(-c3ccccc3)c2=O)c(=O)[nH]c1=O,-2.5
CCOC(=O)c1cc(C)n(CCc2cnc[nH]2)c1C,-3.2
CN1C(=O)N(C)C(=O)C(CCc2ccccn2)(CCc2ccccn2)C1=O,8.3
CCCCCn1c(N)c(C(=O)NCCN2CCOCC2)c2nc3ccccc3nc21,5.9
Cn1c(O)c(C(=O)c2ccccc2)c(=O)n(C)c1=O,-2.6
Cc1[nH]c2c(C(F)(F)F)cccc2c1CCN,1.1
CC(C(=O)c1c[nH]c2ccccc12)N1CCc2ccccc2C1 (stereo not drawn),-4.2
O=C(Cn1c2c(c(-c3ccccc3Cl)cc1=O)CCC2)N1CCC2(CC1)OCCO2,-2.6
